Source: PubChem BioAssay
FLuc inhib CS = Photinus pyralis luciferase inhibition counter-screen; inhibition, % at 10 µM; ATPLite firefly luciferase biochemical luminescence, 10 min; 200,000 compounds, 1.5% hits;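 active means inhibition above about 50% when tested at 10 µM, limit read from the data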
Target sequence (P08659 whole entry, looked up): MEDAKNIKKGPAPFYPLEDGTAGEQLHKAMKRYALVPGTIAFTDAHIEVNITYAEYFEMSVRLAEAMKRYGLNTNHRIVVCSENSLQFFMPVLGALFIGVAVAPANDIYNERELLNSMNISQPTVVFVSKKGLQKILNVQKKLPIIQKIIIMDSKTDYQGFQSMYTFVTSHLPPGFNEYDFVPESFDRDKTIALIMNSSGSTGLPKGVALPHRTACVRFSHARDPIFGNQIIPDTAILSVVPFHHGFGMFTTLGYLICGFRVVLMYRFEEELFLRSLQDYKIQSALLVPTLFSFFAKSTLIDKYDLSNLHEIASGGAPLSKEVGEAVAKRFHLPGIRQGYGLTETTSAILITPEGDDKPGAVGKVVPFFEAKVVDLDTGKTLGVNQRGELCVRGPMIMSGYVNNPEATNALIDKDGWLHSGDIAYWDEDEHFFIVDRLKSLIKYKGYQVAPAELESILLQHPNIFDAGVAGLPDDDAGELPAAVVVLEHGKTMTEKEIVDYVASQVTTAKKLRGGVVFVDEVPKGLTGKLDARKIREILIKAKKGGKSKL
DTT redox prof = compounds producing H2O2 with reducing agent – biochemical, NIH compound library profiling, artefact control for MLSCN library redox annotation, primary screen | DTT-dependent redox cycling H2O2, phenol red/HRP absorbance; 100% = 100 µM peroxide control, 0% = buffer | activation, % at 10 µM | 200,000 compounds, 0.03% hits;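 active means activation of at least 50% relative to the plate's high and low controls in the primary single-dose screen; inactive means activation below 50%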;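 further: compound incubated with DTT at 0.8 mM final as the reducing agent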
FLuc stim CS = affects firefly luciferase, flagging false hits in luciferase stimulation screens. P08659. ATPlite luciferase biochemical, luminescence, 10 min; 0 = ATP-free wells, 1 = DMSO control. activation factor at 10 µM. 200,000 tested, under 10 active. AID 1027;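 active means luciferase activation factor, scaled between plate controls, of at least 2 with compound at 10 µM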
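Material: Luciferase/luciferin reagent mix | Doses: Test compounds dosed from 2 mM stocks in 100% DMSO | Timing: 10 min incubation after luciferase reagent addition, room temperature | Measured by: Luminescence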
Hsp70 activator = Hsp70 transcriptional activation, primary screen. HeLa Hsp70 promoter luciferase reporter, luminescence; scaled: vehicle 0, proteasome-inhibitor control 100%. 200,000 compounds, 0.04% hits. activation, % at 10 µM;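 active means activation above the mean across all tested compounds plus 3 SD, cutoff set per campaign, cut at about 5.5% in these data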;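 further: 100% = MG132 at 30 µM as the positive control and 0% = DMSO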
G6PDH CS = L. mesenteroides G6PDH inhibition counter-screen; Purified L. mesenteroides G6PDH, diaphorase/resazurin coupled fluorescence, 45 min; inhibition, % at 5 µM; 200,000 compounds, 0.12% hits; AID 1020; in the data active means inhibition above about 50%
APP transl inh = APP translation inhibition | AID 1285 | inhibition, % at 2 µM | 190,000 compounds, 0.82% hits | SH-SY5Y APP 5'UTR-luciferase reporter, luminescence;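 active means inhibition above a set limit, derived from the sample mean plus 3 SD, cut at about 45% in these data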; further: values of inactives mirror those of a sister screen read the other way
STAT1 act = STAT1 signaling activation | NIH 3T3 STAT1-luciferase reporter, IFN-gamma, luminescence; 100% = IFN-gamma alone, no compound | activation (% of control), % at 5.5 µM | 200,000 compounds, 2.6% hits | AID 932;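 active means activation above the screen-wide mean activation plus 3 SD, cut at about 130% in these data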;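 further: raw ratio to IFN-gamma control signal so 100% means no change and 0% no light; values of inactives mirror those of a sister screen read the other way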
NF-kB neuron act = raises NF-kB expression in human neuronal cells; 190,000 compounds, 1.6% hits; fold change at 12.5 µM; NF-kB reporter expression; stronger effect = higher value; in the data active means fold change above about 3.3
Efa HMGR inh = blocks class II HMG-CoA reductase of Enterococcus faecalis; AID 1066; inhibition, % at 10 µM; 190,000 compounds, 0.41% hits; purified E. faecalis HMGR, NADPH absorbance 340 nm kinetic;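 active means inhibition above a set limit, the median over all tested compounds plus 3 SD, cut at about 9.5% in these data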;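 further: enzyme runs in reverse so mevalonate oxidation gives rising NADPH absorbance; 0% = complete reaction with DMSO and 100% = background rate lacking mevalonate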
APP 5'UTR act = APP 5'UTR luciferase reporter activation. activation, % at 2 µM. AID 1276. SH-SY5Y APP 5'UTR luciferase reporter, luminescence; zero percent = DMSO vehicle wells. 190,000 compounds, 1% hits;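 active means activation above a set limit, based on mean plus 3 SD of controls, cut at about 140% in these data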; further: values of inactives mirror those of a sister screen read the other way
Numbers without * were called inactive; nt = no result given.

Every second line gives: FLuc inhib CS, DTT redox prof, FLuc stim CS, Hsp70 activator, G6PDH CS, APP transl inh, STAT1 act, NF-kB neuron act, Efa HMGR inh, APP 5'UTR act
COc1ccc([C@@H]2C[C@H]3CN(c4ccccc4)C(=O)[C@]34CCCN24)c(OC)c1OC
    -3, 5.0, 1, -0.1, 12, 9, 91, 1.1, -6, -9
COc1cccc(-n2cn[nH]c2=S)c1
    -4, -0.6, 1, 0.2, 7, 1, 103, 1.1, -2, -1
Cc1ccc([N+](=O)[O-])cc1N=C(c1ccc([N+](=O)[O-])cc1)N1CCOCC1
    -5, 0.4, 1.1, -0.2, 11, -1, 94, 1, -2, 1
COc1ccc(Br)cc1S(=O)(=O)N1CCCC1
    2, -0.5, 1, -0.1, -2, -20, 96, 0.97, -2, 20
Cc1ccc(C2(c3noc(CN4CCOCC4)n3)CCCC2)cc1
    -7, -1.2, 1.1, 0.0, 9, 4, 108, 0.99, 0, -5
CSc1nnc(-c2ccc(O)cc2)n1C
    -4, 1.9, 1, 0.0, 4, -7, 85, 1.1, -1, 7
CCOC(=O)N1CCN(CCC(=O)Nc2ccc(OC)cc2)CC1
    -7, 0.2, 1.1, -0.3, -2, 7, 100, 1.1, -2, -7
CSc1nc(C)c2c(n1)N(c1cccc(C)c1)CC2
    1, 1.4, 1, 0.1, 6, -19, 112, 1.2, 5, 19
Cc1nn(CC(=O)Nc2ccccn2)c(C)c1[N+](=O)[O-]
    -1, -3.0, 1, -0.5, 5, 2, 103, 0.97, 6, -2
COC(=O)c1nn(-c2ccc(C)cc2)c2nnc(Cc3ccccc3)c(=O)n12
    -6, -0.3, 1.1, -0.1, 3, 6, 102, 1.1, 0, -6
CCc1ccc(-c2nc(-c3ccncc3)no2)cc1
    43, 2.4, 0.6, 0.1, 9, -168, 116, 3.4*, -10, 168*
O=c1[nH]n(-c2ccccc2)c(=O)c(Cl)c1Cl
    -6, 19, 1.1, -0.3, 4, -2, 103, 0.99, 2, 2
COC(=O)CN1C2=NCCCN2c2ccccc21
    -3, 0.1, 1, 0.4, 11, -23, 95, 1.1, -5, 23
O=C(Nc1nnc(-c2cccs2)o1)C1CC1
    -1, 0.2, 1, -0.2, 4, 6, 100, 1.6, -3, -6
Cc1ccnc2nc(C(=O)OCC(=O)NCCc3ccccc3)nn12
    -4, 0.3, 1, 0.1, -5, -4, 99, 1.2, 3, 4
CCOC(=O)COc1ccc(S(=O)(=O)N2CCN(C(=O)OCC)CC2)cc1
    -1, 1.4, 1, -0.1, 5, -13, 96, 1.3, -2, 13
CN(C)c1ccc(C(=O)N2CCCC2)cc1
    0, -3.1, 1, -0.1, 11, -15, 111, 1.1, -6, 15
O=C(O)CCCNS(=O)(=O)c1ccc2c(c1)OCCCO2
    0, -0.1, 1, -0.3, -1, 4, 101, 0.98, 3, -4
Cc1nn(-c2ccccc2)c(Cl)c1/C=C1/C(=N)N2N=C(C(C)C)SC2=NC1=O
    -9, 0.1, 1.1, -0.5, 3, -15, 112, 0.7, -3, 15
Cc1ccc(OCCN2CCCCCC2)c(C)c1
    -3, 1.2, 1, -0.1, 4, -19, 102, 0.85, -5, 19
O=C(NC(=S)Nc1ccc(NC(=O)c2cccs2)cc1)c1cc2ccccc2o1
    -2, -0.2, 1, 0.0, -6, -10, 104, 1.1, -3, 10
Cc1c(NC(=O)c2cccs2)c(=O)n(-c2ccccc2)n1C
    -1, -0.7, 1, -0.3, 7, 14, 105, 1.1, 1, -14
c1ccc(Cn2c(NCc3ccncc3)nc3ccccc32)cc1
    -1, 0.2, 1, -0.2, 13, -8, 90, 0.91, -1, 7
Cn1c(CCNC(=O)c2ccccc2F)nnc1SCC(=O)Nc1ccccc1F
    3, 0.2, 1, -0.3, 10, -6, 108, 1.1, -3, 6
Cc1ccc(S(=O)(=O)Nc2cnc3ccccc3c2)cc1
    -6, -1.1, 1.1, -0.2, 7, 2, 89, 1.1, -4, -2
CCN1C(c2ccccc2)=C(c2ccccc2)S/C1=C/C=C1\SC(=S)N(C)C1=O
    22, 2.0, 0.8, -0.2, -9, -11, 100, 0.65, 0, 11
CCOc1ccc(N2C(=O)CC(N(C)Cc3ccccc3)C2=O)cc1 (centres undefined)
    0, -0.5, 1, -0.2, 11, 9, 94, 1, -4, -9
CSC1=C(C#N)C2(CCCC2)C(C#N)=C(N)N1
    -6, 1.6, 1.1, -0.2, 10, -3, 96, nt, nt, 3
CCn1c(N)c(C(=O)Nc2ccccc2C(=O)OC)sc1=S
    -2, 0.0, 1, -0.3, 3, 7, 97, 0.57, 1, -7
Cc1c(NS(=O)(=O)c2ccc(NCC3CCCO3)c([N+](=O)[O-])c2)c(=O)n(-c2ccccc2)n1C (centres undefined)
    -7, -3.5, 1.1, -0.1, 6, 4, 106, 1.1, -6, -4

Some of the entries so far, with bars between the fields:
structure | FLuc inhib CS | DTT redox prof | FLuc stim CS | Hsp70 activator | G6PDH CS | APP transl inh | STAT1 act | NF-kB neuron act | Efa HMGR inh | APP 5'UTR act
O=C(Nc1nnc(-c2cccs2)o1)C1CC1 | -1 | 0.2 | 1 | -0.2 | 4 | 6 | 100 | 1.6 | -3 | -6
Cc1ccnc2nc(C(=O)OCC(=O)NCCc3ccccc3)nn12 | -4 | 0.3 | 1 | 0.1 | -5 | -4 | 99 | 1.2 | 3 | 4

Sorted by number of heavy atoms (largest number first): 7 of the compounds above
Every second line gives: FLuc inhib CS, DTT redox prof, FLuc stim CS, Hsp70 activator, G6PDH CS, APP transl inh, STAT1 act, NF-kB neuron act, Efa HMGR inh, APP 5'UTR act
Cc1c(NS(=O)(=O)c2ccc(NCC3CCCO3)c([N+](=O)[O-])c2)c(=O)n(-c2ccccc2)n1C (centres undefined)
    -7, -3.5, 1.1, -0.1, 6, 4, 106, 1.1, -6, -4
CCN1C(c2ccccc2)=C(c2ccccc2)S/C1=C/C=C1\SC(=S)N(C)C1=O
    22, 2.0, 0.8, -0.2, -9, -11, 100, 0.65, 0, 11
CCn1c(N)c(C(=O)Nc2ccccc2C(=O)OC)sc1=S
    -2, 0.0, 1, -0.3, 3, 7, 97, 0.57, 1, -7
COC(=O)CN1C2=NCCCN2c2ccccc21
    -3, 0.1, 1, 0.4, 11, -23, 95, 1.1, -5, 23
CSC1=C(C#N)C2(CCCC2)C(C#N)=C(N)N1
    -6, 1.6, 1.1, -0.2, 10, -3, 96, nt, nt, 3
O=c1[nH]n(-c2ccccc2)c(=O)c(Cl)c1Cl
    -6, 19, 1.1, -0.3, 4, -2, 103, 0.99, 2, 2
CSc1nnc(-c2ccc(O)cc2)n1C
    -4, 1.9, 1, 0.0, 4, -7, 85, 1.1, -1, 7

Next part
Every second line gives: FLuc inhib CS, DTT redox prof, FLuc stim CS, Hsp70 activator, G6PDH CS, APP transl inh, STAT1 act, NF-kB neuron act, Efa HMGR inh, APP 5'UTR act
CCOC(=O)C1=C(OCc2ccc(Cl)cc2)C2C=C(C)C=CC2N=C1 (centres undefined)
    -4, 0.2, 1, -0.6, 9, -10, 96, 0.82, -3, 10
Cc1ccc(N2C(=O)C3C(C2=O)N2C(c4cccs4)C4C(=O)N(c5ccc(C)cc5)C(=O)C4N2C3c2cccs2)cc1 (centres undefined)
    -1, -0.2, 1, -0.6, -2, -2, 93, 1, -8, 2
CC1(C)Cc2c(cnn2-c2ccccc2)-c2c1c1ccccc1n2CC(O)CCl (centres undefined)
    -5, 2.9, 1.1, -0.3, -1, 7, 97, 0.84, 5, -7
O=C1c2nccnc2C(=O)N1c1ccc(C(F)(F)F)cc1
    -2, 9.0, 1, -0.3, 3, 16, 101, 1, 3, -16
COCCN(C(=O)c1ccco1)c1nnc(-c2ccc(OC)c(OC)c2)s1
    -6, 0.6, 1.1, -0.4, 2, -6, 102, 0.83, 2, 6
CN(CC(=O)OCC(=O)NC(=O)c1cccn1C)S(=O)(=O)c1ccc(Cl)cc1
    -5, 0.2, 1, 0.1, 4, 9, 100, 0.89, -3, -9
COc1ccc(OC)c(-n2nnnc2SCC(=O)NCc2ccc3c(c2)OCO3)c1
    -7, -3.1, 1.1, 0.0, -17, -3, 96, 0.78, -2, 3
S=C(Nc1ccccc1)N(Cc1ccccc1)Cc1ccncc1
    -8, -0.9, 1.1, -0.2, 15, -3, 102, nt, -1, 3
COc1ccc(N=c2sc3ccccc3n2C)cc1
    12, 1.1, 0.9, 0.3, 1, -134, 151*, 5.6*, -1, 134
CCCCCn1ccc(=O)c2c(C(F)(F)F)nccc21
    -2, 0.1, 1, -0.4, 6, -14, 79, 0.78, -3, 14
CN(C)NC(=O)c1ccsc1NC(=O)c1ccc(S(=O)(=O)N(C)C)cc1
    -1, 0.3, 1, -0.3, 10, 16, 96, 0.77, -6, -16
CCc1nnc(NC(=O)CSc2nnc(COc3ccccc3)n2Cc2ccccc2)s1
    -7, 2.3, 1.1, -0.5, 4, -1, 103, 1.1, -7, 1
O=C(COC(=O)c1cc2c(s1)CCC2)Nc1ccc(F)cc1
    -4, -0.8, 1, -0.3, 4, -3, 95, 1.2, -1, 3
O=C(c1ccc2c3c(cccc13)CC2)C1CCCN(C(=O)c2ccc(=O)[nH]c2)C1 (centres undefined)
    -4, -0.5, 1, -0.1, 22, -1, 97, 1.1, -2, 1
Cn1c(Cn2c(=O)sc3ccccc32)nnc1SCC(=O)NCc1ccccc1Cl
    2, -0.7, 1, -0.2, 5, 23, 104, 1, -5, -23
COC(=O)c1nnn(CC(=O)NC(=O)Nc2ccc(F)cc2)c1C(=O)OC
    1, -0.3, 1, 0.4, -2, 9, 102, 1.2, -2, -9
CC1CCN(S(=O)(=O)N2CCC(C(=O)O)CC2)CC1
    -1, 0.6, 1, -0.2, 16, -1, 111, 1, 0, 1
O=C(O)/C=C/C(=O)NC1CCC(CC2CCC(NC(=O)/C=C/C(=O)O)CC2)CC1 (centres undefined)
    -1, -0.7, 1, -0.2, 6, -16, 109, 1.2, 1, 16
CC(C)CC(=O)Nc1ccc(C(=O)Nc2cccc(O)c2)cc1
    22, 0.8, 0.8, 0.5, 7, -68, 132*, 2, -2, 68
O=C(Nc1cc(C(F)(F)F)ccc1N1CCOCC1)c1ccccc1
    -1, -0.1, 1, 0.3, 8, 22, 99, 0.84, 1, -22
O=c1[nH]c2ccc(S(=O)(=O)N3CCN(Cc4ccccc4)CC3)cc2[nH]c1=O
    -6, 0.2, 1.1, -0.6, 2, -3, 103, 1.4, 2, 3
CCOc1ccc(-n2c(N)c(C(=O)NCc3ccco3)sc2=S)cc1
    -6, 2.4, 1.1, 0.0, 9, 13, 107, 1.4, -6, -13

The order is random; overall some 5.3% were active at least once.
